Assay outcomes (PubChem)
Ecoli viability – E. coli V3065 growth inhibition, primary screen, counter-screen for AddAB inhibitor project, absorbance, OD600. 18 h. inhibition, % at 11.9 µM. 330,000 compounds, 0.27% hits. AID 449728, 2010;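 active means inhibition above the campaign's mean inhibition across all tested compounds plus 3 SD, cut at about 9.9% in these data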;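 further: uninfected addAB+ strain grown without phage in ampicillin broth; 0% = DMSO wells and 100% = ciprofloxacin 0.95 µg/ml wells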
OPRM1-OPRD1 ag – agonists of OPRM1-OPRD1 heterodimerization, primary screen, cell-based, luminescence; Mu-type opioid receptor (Homo sapiens) + Delta-type opioid receptor (Homo sapiens), …; cells; activation, % at 9.3 µM; 340,000 compounds, 0.3% hits; AID 504326, 2011; in the data active means activation above about 18%;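 further: 0% = vehicle-treated cells and 100% = reference agonist; values of inactives mirror those of a sister screen read the other way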
HTR5A inv ctr – HTR5A inverse agonists in luminescence cell assay, primary screen, counter-screen for OPRM1-OPRD1 heterodimer inverse agonist project, full-deck HTS; AID 504634, 2011; HTR5A cell line, inverse agonism; inhibition, % at 9.3 µM; 5-hydroxytryptamine receptor 5A (Homo sapiens), P47898; 340,000 compounds, 0.083% hits; in the data active means inhibition mostly above about 23%, no sharp cut-off; inactive means mostly below about 18%;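 further: 0% = cells with DMSO and 100% = no-cell wells with DMSO; some compounds called inactive have numbers as strong as hits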
Target sequence (P47898 whole entry, looked up): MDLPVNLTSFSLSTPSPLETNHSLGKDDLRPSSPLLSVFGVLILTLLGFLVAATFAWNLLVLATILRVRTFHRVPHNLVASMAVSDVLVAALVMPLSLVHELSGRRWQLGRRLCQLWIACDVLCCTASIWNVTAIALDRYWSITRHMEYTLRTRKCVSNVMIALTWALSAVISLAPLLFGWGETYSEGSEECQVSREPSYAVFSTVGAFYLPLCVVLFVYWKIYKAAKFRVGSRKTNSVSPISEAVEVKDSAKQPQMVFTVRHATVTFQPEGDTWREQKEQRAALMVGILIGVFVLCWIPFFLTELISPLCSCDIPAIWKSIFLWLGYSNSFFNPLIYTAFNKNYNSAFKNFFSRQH
PfHsp90 yeast 2 – growth inhibition of PfHsp90-expressing yeast, primary screen, antimalarial PfHsp90 inhibitor project, S. cerevisiae, BacTiter-Glo luminescence, single point, set 2. BacTiter-Glo ATP, 48 h; yeast lacking PDR1 and PDR3 efflux regulators. inhibition, % at 9.4 µM. 310,000 compounds, 0.32% hits. AID 504621, 2011;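 active means every replicate shows inhibition above about 80%, whatever the replicate mean, limit read from the data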;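 further: 0% = DMSO neutral controls and 100% = 20 µM radicicol positive controls; yeast relying on Plasmodium falciparum Hsp90 in place of its own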
DSG3 Ab inh – inhibitors of pemphigus antibody binding to DSG3, primary screen, biochemical, bead-based, flow cytometry, scFv-GFP | Desmoglein-3 (Homo sapiens), P32926 | DSG3-coupled beads, scFv-anti-DSG3-GFP binding; active compounds read low | binding (percent of control), % at 10 µM | 310,000 compounds, 0.48% hits | AID 588358, 2011;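 active means binding more than 3 SD below its plate's average and above zero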;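 further: hits lower antibody fragment binding to DSG3; some compounds called inactive have numbers as strong as hits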
phage Ecoli inh – growth loss of phage-infected E. coli, primary screen, RecBCD inhibitor project, absorbance, with phage, HTS | inhibition, % at 11.9 µM | 360,000 compounds, 0.26% hits | AID 651602, 2012; in the data active means inhibition above about 11%
PKA-R1A activ – activators of PKA-R1A holoenzyme, primary screen, biochemical, fluorescence polarization, Cy5-IP20, bovine R1A, mouse PKAc. cAMP-dependent protein kinase type I-alpha regulatory subunit (Bos taurus) + …. PKA-R1A dissociation; scaled: DMSO 0%, 113 µM cGMP 100%. activation, % at 11.4 µM. 340,000 compounds, 0.083% hits;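 active means percent activation above the mean of all tested compounds plus 3 SD, cut at about 19% in these data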;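 further: higher means more PKAc released from R1A so a rise in polarization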
HTR5A ag ctr – HTR5A agonists in luminescence cell assay, primary screen, counter-screen for OPRM1-OPRD1 heterodimer agonist project, full-deck HTS. cell-based. 340,000 compounds, 0.61% hits. activation, % at 9.3 µM. 5-hydroxytryptamine receptor 5A (Homo sapiens), P47898; in the data active means activation mostly above about 9.5%, no sharp cut-off; inactive means mostly below about 7.6%;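 further: 0% = cells with vehicle only and 100% = reference agonist; strong numbers were not always called active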
MOR-DOR inv ag – inverse agonists of MOR-DOR heterodimerization, primary screen, cell-based, luminescence; inhibition, % at 9.3 µM; 340,000 compounds, 0.21% hits; cell-based MOR-DOR heterodimer luminescence, inverse agonism; Mu-type opioid receptor (Homo sapiens) + Delta-type opioid receptor (Homo sapiens), …; in the data active means inhibition above about 22%, passing the limit was not always enough;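 further: 0% = cells with DMSO and 100% = wells without cells with DMSO; values of inactives mirror those of a sister screen read the other way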
Mot1-301 SUMO – yeast Mot1-301 growth rescue at high temperature, primary screen, SUMOylation pathway inhibitor project, S. cerevisiae, ATP luminescence, 38.5C; S. cerevisiae Mot1-301 growth rescue; percent above DMSO median, 100 means doubled; growth rescue, % at 18.8 µM; 320,000 compounds, 1% hits; AID 2716, 2010;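 active means every valid replicate shows activation above 250% relative to neutral control wells; inactive means the rest, any valid replicate at or below 250%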;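 further: OY570 slx delta 5 strain wells were the positive control but not used for scaling; some compounds called inactive have numbers as strong as hits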
AddAB inh – growth inhibition of E. coli expressing H. pylori AddAB, primary screen, AddAB inhibitor project, absorbance. inhibition, % at 11.9 µM. 330,000 compounds, 0.29% hits; in the data active means inhibition above about 12%;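 further: 0% = vehicle wells of infected cells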
* = called active by the depositor; . = no result given. An unsorted share of the library; any-hit rate near 3.2%.

Values run as follows: Ecoli viability	OPRM1-OPRD1 ag	HTR5A inv ctr	PfHsp90 yeast 2	DSG3 Ab inh	phage Ecoli inh	PKA-R1A activ	HTR5A ag ctr	MOR-DOR inv ag	Mot1-301 SUMO	AddAB inh
- COC(=O)c1cc(COC(=O)c2cccnc2SC)oc1C
→ 1.2	1.3	6	1	.	-0.1	-9	0	-8	-6	2.9
- O=C(NC1CCSc2ccccc21)c1cc(S(=O)(=O)N2CCOCC2)ccc1F (stereo not given)
→ 0.9	-0.5	8	-10	106	1.8	-15	4	3	-4	4.5
- COc1ccc(C(=O)NCC(=O)NCC2(N(C)C)CCCCC2)cc1OC
→ -1.8	-3.6	5	13	103	4.0	-9	-3	18	-12	3.9
- COc1cccc(C(=O)Nc2cc(C(=O)NCc3ccc(C)cc3)ccc2N2CCC3(CC2)CC(c2cccc(Br)c2)=NO3)c1
→ -0.4	-3.0	-11	-4	92	1.0	-9	0	17	20	-0.8
- COc1ccc(C(=O)CN2C(=O)c3ccccc3S2(=O)=O)cc1Br
→ -2.9	-2.6	13	-1	116	-0.3	-1	-1	14	-1	-2.5
- C=CCn1c(-c2ccccc2)nc2nc3ccccc3nc21
→ -0.8	-1.9	-25	-12	112	0.6	-7	10	11	.	2.2
- O=c1ccc(NS(=O)(=O)c2ccc(Cl)cc2)cn1Cc1ccc(Cl)c(Cl)c1
→ 1.8	1.7	-27	.	.	-0.6	-8	10	-10	117	-1.8
- O=C(COc1ccccc1F)Nc1c2c(nn1-c1ccccc1)CS(=O)(=O)C2
→ -1.7	-1.7	13	-5	.	1.2	0	-1	9	-13	1.9
- O=[N+]([O-])c1ccc(NC(c2ccccc2)c2ccc3cccnc3c2O)cc1 (stereo not given)
→ .	0.2	6	113*	91	7.0	-5	-2	-1	.	.
- Cc1cc(NC(=O)CCC(=O)N(CC(=O)NC2CCCC2)Cc2ccc(F)cc2)no1
→ -3.0	-0.3	13	10	95	2.2	-3	3	2	-9	-3.0
- CN1CCN(CCNC(=O)c2cn(Cc3ccccc3F)nn2)CC1
→ 2.6	-2.4	-2	-8	96	3.1	-6	1	12	0	1.7
- C[C@H](CO)N1C[C@H](C)[C@@H](CN(C)C(=O)Nc2ccccc2)Oc2c(NC(=O)Nc3ccc(C(F)(F)F)cc3)cccc2C1=O
→ -1.8	-1.2	8	9	103	2.1	-7	0	7	4	-0.1
- CC(NC(=O)COC(=O)C1CCN(c2ccc(C(F)(F)F)cn2)CC1)c1ccc(F)cc1 (stereo not given)
→ -2.6	2.8	12	-15	102	2.1	-11	-3	-15	1	-0.5
- COc1ccc(Cn2nc(-c3ccccc3)c(N3CCCCC3)cc2=O)cc1
→ -2.3	8.9	-1	-11	77	1.8	6	0	-58	-34	-1.5
- CC(=O)Nc1c(NCC(C)C)c2ccccc2oc1=O
→ 1.6	-2.3	16	.	80	3.5	-5	2	12	.	2.3
- CC(C)CSc1nnc(N)s1
→ -2.2	-1.0	21	9	.	2.2	9	2	6	-27	0.7
- COc1cc(NC(=S)N2CCCC(C)C2)c(OC)cc1Cl (stereo not given)
→ -2.0	-0.3	5	5	76	2.4	-7	-2	1	11	-0.8
- COc1ccc(NC(=O)c2ccc(COc3ccccc3OC)o2)cc1OC
→ 0.1	-0.1	2	2	111	0.5	-5	-5	0	476*	1.5
- Cc1ccccc1C(=O)N/N=C/c1ccncc1
→ 0.1	-1.9	-5	-22	100	3.3	-6	2	10	165	0.2
- Cc1nc([N+](=O)[O-])c(NCCO)n1Cc1ccccc1
→ -0.1	-0.6	-3	-4	97	2.1	1	1	3	6	-0.8

7 compounds out of the list, ordered by count of non-hydrogen atoms, falling.
Values run as follows: Ecoli viability	OPRM1-OPRD1 ag	HTR5A inv ctr	PfHsp90 yeast 2	DSG3 Ab inh	phage Ecoli inh	PKA-R1A activ	HTR5A ag ctr	MOR-DOR inv ag	Mot1-301 SUMO	AddAB inh
- COc1cccc(C(=O)Nc2cc(C(=O)NCc3ccc(C)cc3)ccc2N2CCC3(CC2)CC(c2cccc(Br)c2)=NO3)c1
→ -0.4	-3.0	-11	-4	92	1.0	-9	0	17	20	-0.8
- C[C@H](CO)N1C[C@H](C)[C@@H](CN(C)C(=O)Nc2ccccc2)Oc2c(NC(=O)Nc3ccc(C(F)(F)F)cc3)cccc2C1=O
→ -1.8	-1.2	8	9	103	2.1	-7	0	7	4	-0.1
- O=C(NC1CCSc2ccccc21)c1cc(S(=O)(=O)N2CCOCC2)ccc1F (stereo not given)
→ 0.9	-0.5	8	-10	106	1.8	-15	4	3	-4	4.5
- COc1ccc(Cn2nc(-c3ccccc3)c(N3CCCCC3)cc2=O)cc1
→ -2.3	8.9	-1	-11	77	1.8	6	0	-58	-34	-1.5
- COc1ccc(C(=O)NCC(=O)NCC2(N(C)C)CCCCC2)cc1OC
→ -1.8	-3.6	5	13	103	4.0	-9	-3	18	-12	3.9
- CN1CCN(CCNC(=O)c2cn(Cc3ccccc3F)nn2)CC1
→ 2.6	-2.4	-2	-8	96	3.1	-6	1	12	0	1.7
- COC(=O)c1cc(COC(=O)c2cccnc2SC)oc1C
→ 1.2	1.3	6	1	.	-0.1	-9	0	-8	-6	2.9

The list continues.
Values run as follows: Ecoli viability	OPRM1-OPRD1 ag	HTR5A inv ctr	PfHsp90 yeast 2	DSG3 Ab inh	phage Ecoli inh	PKA-R1A activ	HTR5A ag ctr	MOR-DOR inv ag	Mot1-301 SUMO	AddAB inh
- Cc1ccccc1S(=O)(=O)NC1OC(=O)C(Cl)=C1Cl (stereo not given)
→ 3.4	1.9	8	2	121	-0.3	2	7	-11	3	0.6
- O=C(CCC(NC(=O)OCc1ccccc1)C(=O)O)OCc1ccccc1 (stereo not given)
→ 3.2	-1.4	-8	24	100	2.8	3	2	6	141	2.4
- O=C(CSc1nc(-c2ccc(F)cc2)cs1)NC(=O)NCc1ccco1
→ 0.1	0.6	1	-12	100	1.5	-1	-1	-3	-4	1.6
- Cc1ccc(C(=O)NNC2CC(=O)N(c3ccc4c(c3)OCCO4)C2=O)cc1 (stereo not given)
→ 0.1	0.4	-15	15	100	3.5	5	4	-2	-7	3.3
- CC(NS(=O)(=O)c1ccc2[nH]c(=O)c(=O)[nH]c2c1)C(=O)O (stereo not given)
→ -0.3	0.1	-4	7	.	0.1	-4	2	-1	-18	-0.3
- CC1CN=C(N(C(=S)Nc2ccccc2)c2cccc(C(F)(F)F)c2)S1 (stereo not given)
→ 0.7	.	.	.	96	-1.8	.	.	.	8	-3.1
- O=C(CSc1nnc(SCc2ccc(F)cc2)s1)Nc1ccc(C(=O)O)cc1
→ 0.2	-1.0	13	9	93	-1.8	-16	3	5	-6	4.0
- CCn1cc(C(=O)N2CCCC(N3CCN(c4ccccc4C)CC3)C2)cn1 (stereo not given)
→ -0.8	0.9	1	19	99	1.5	-6	-1	-5	3	0.5
- O=C(c1ccccc1-c1nc(-c2ccccc2)no1)N1CCCC1
→ -1.9	-1.3	18	11	.	2.5	4	0	5	95	2.4
- CC[C@]12c3[nH]c4cc(CCC(=O)N(C)C)ccc4c3CCN1C(=O)[C@@H](CC(=O)NCCc1ccccn1)C[C@@H]2C(=O)N1CCN(C(=O)C2CC2)CC1
→ 1.6	-1.8	14	9	104	3.0	0	-4	9	.	-1.1
- Cc1cccc(N(C)c2cc(C)nc3ncnn23)c1
→ 1.2	-1.6	-4	-7	104	0.6	2	2	8	-17	0.8
- CC(=O)Oc1ccc2c(c1)OC(c1ccccc1)CC21CC(C)(C)NC(=O)N1 (stereo not given)
→ -1.6	-2.0	-28	6	99	3.8	1	-5	9	11	2.6
- O=c1onc(-c2ccc(Cl)cc2)n1Cc1ccc(F)cc1
→ 0.3	2.1	10	-19	98	2.9	-10	-2	-11	-8	0.5
- O=C(c1ccc(Cl)cc1)c1oc2ccccc2c1CS(=O)c1ccc(Cl)cc1 (stereo not given)
→ -0.1	1.5	-10	7	94	3.3	-1	-2	-8	-3	1.1
- O=C(COc1ccc(Cl)cc1Br)N1CCN(c2ccccc2)CC1
→ 3.3	3.5	0	8	111	4.0	-3	0	-19	2	1.0
- O=C(/C=C/c1cccc([N+](=O)[O-])c1)N1CCN(Cc2ccc3c(c2)OCO3)CC1
→ 1.7	-1.2	-8	5	102	2.2	-6	2	6	38	1.7
- CCN(CC)S(=O)(=O)c1ccc(N2CCCCC2)c(NC(=O)C2CCN(C(=O)c3ccc(F)cc3)CC2)c1
→ -0.4	2.5	5	16	104	3.8	-13	0	-16	-19	0.0
- COc1cc(C(=S)N2CCOCC2)cc(OC)c1OS(=O)(=O)c1ccc(C)cc1
→ -0.7	-2.0	9	8	109	-2.9	4	-3	9	-12	2.0
- C=CCN(C1CCCCC1)S(=O)(=O)c1ccc2c(c1)oc(=O)n2C
→ 0.9	-1.0	-7	6	99	3.3	-9	3	5	-1	1.4
- CC1(C)CC(NC(=O)CCc2nnc(CCCCc3ccccc3)o2)CCO1 (stereo not given)
→ -1.9	0.2	2	16	99	0.5	3	6	-1	13	-0.5
- CCN1CCN(C(=S)c2ccc([N+](=O)[O-])cc2)CC1
→ -0.3	-0.7	-9	-8	89	2.7	-5	-6	3	-1	1.7
- Cc1ccc(C)c(NC(=O)C2CC=CCC2C(=O)O)c1 (stereo not given)
→ -1.3	-0.2	1	-5	106	1.1	3	0	1	5	0.7
- COc1cc(S(=O)(=O)Nc2ccccn2)ccc1F
→ -1.0	-1.8	-13	-8	97	2.9	-3	4	9	-6	2.7
- C[C@H](NC(=O)c1[nH]cnc1C(=O)Nc1ccon1)c1ccccc1
→ 2.0	-2.1	-4	3	92	2.4	-2	-4	11	1	0.9
- O=C1CC(c2ccccc2)CN1C(=O)c1cccnc1 (stereo not given)
→ -0.8	3.4	-7	11	109	2.3	-4	3	-18	-1	-2.4
- O=C(Nc1ccccc1)c1ccc(S(=O)(=O)N2CCCC2)cc1
→ -2.0	-0.8	3	-4	96	4.7	-7	0	5	-4	2.0
- CCOc1ccc(NC(=O)CC2SC(N)=NC2=O)c([N+](=O)[O-])c1 (stereo not given)
→ 1.4	-0.6	-1	.	113	0.6	-6	-3	3	1	2.7
- COc1cccc(CNC(=O)C2CCN(S(=O)(=O)N3CC(C)CC(C)C3)CC2)c1 (stereo not given)
→ 0.7	0.1	7	-1	101	0.3	0	3	-1	-8	-0.8
- Cc1nnc(NC(=O)c2cc(S(=O)(=O)N(C)C)ccc2N2CCCC2)s1
→ 0.3	-2.5	-12	.	92	0.8	2	5	11	-3	2.2
